Growth percent in the NCI-60 one-dose screen (48 h, 10 µM unless noted): 100 = growth as untreated, 0 = no growth, -100 = all killed.
SF-268 – SF-268 CNS cancer cells | 82,000 tested, 3.1% active
786-0 – 786-0 renal cancer cells; 81,000 tested, 5.1% active; AID 1794775
CAKI-1 – CAKI-1 renal cancer; AID 1794772; 75,000 tested, 4.7% active
SN12C – SN12C renal cancer cells; AID 1794767; 81,000 tested, 3.8% active
U251 – U251 CNS tumor cells. 80,000 tested, 5.4% active
SF-295 – SF-295 CNS cancer cells; 79,000 tested, 5.6% active
UO-31 – UO-31 renal cancer | 81,000 tested, 5.2% active
TK-10 – TK-10 renal cancer cells | 81,000 tested, 3.9% active | AID 1794769
The depositor's hits bear a star; . = not tested or not shown; & = joins results of further samples; ! = not confirmed by another sample; [ ] = remark or other dose. The calls were made as follows: active = growth percent below 10; inactive = the rest.

Structure,SF-268,786-0,CAKI-1,SN12C,U251,SF-295,UO-31,TK-10
COc1cc(/C=C/C(=O)c2ccccc2O)ccc1OCCCOc1cc2c(cc1OC)C(=O)N1CCC[C@H]1C=N2,0.9*,-45*,-35*,6.2*,-75*,-11*,-54*,-28*
CN(C)c1ccc(N=Nc2nccs2)cc1,100,93,88,96,107,104,80,132
COc1ccc(-c2cnc(N)nc2-c2ccc(OC)cc2O)cc1,107,90,87,99,92,101,70,99
CC(=O)OCCc1ccccc1C#N,98,.,.,96,101,.,.,100
CCC(/C=N/NC(=O)c1ccc([N+](=O)[O-])cc1)CC,93,100,100,105,97,96,91,100
O=C(O)c1cccc(C(F)(F)F)c1,111,102,97,110,.,87,92,98
CSc1nc(Cl)cc(=O)n1C,104,105,102,106,105,105,96,111
O=c1cc(-c2ccccc2)oc2cc(OCc3cn(Cc4ccc(F)cc4)nn3)cc(O)c12,14[100 µM],2.2*[100 µM],59[100 µM],58[100 µM],-17*[100 µM],10[100 µM],67[100 µM],0.6*[100 µM]
COc1cc(NC2CCC(=O)N2c2ccc(Cl)cc2Cl)cc(OC)c1OC (stereo not given),99,103,96,109,98,101,94,104
CC1(C)CC(=O)C2(Cc3c(C(C)(C)C)nn(-c4ccccc4)c3N(Cc3ccc4c(c3)OCO4)C2)C(=O)C1,71,82,61,70,83,72,61,93
Cc1ccccc1N1C(=O)/C(=C2\SC(=S)N(c3ccccc3C)C2=O)SC1=S,99,104,95,94,99,104,77,97
O=C(NCCCCCCNC(=O)c1ccccc1)c1ccccc1,110,103,100,97,103,91,92,.
N=C(N)N(Cc1ccccc1)c1ccccc1,101,91,96,98,91,97,98,.
CC(C)(C)OC(=O)N1CCN(c2ccc(N)cc2)C(=O)C1,103,100,98,96,107,98,87,126
COC(=O)C12C3C(=O)N(c4ccc(C)cc4)C(=O)C3C(c3cn(-c4ccccc4)nc3-c3ccccc3)N1[C@H](c1cn(-c3ccccc3)nc1-c1ccccc1)[C@@H]1C(=O)N(c3ccc(C)cc3)C(=O)[C@@H]12 (stereo not given in full),101,99,96,99,96,103,111,112
O=C(Nc1ccc(F)c(F)c1)c1n[nH]c(=O)c2ccccc12,115,95,108,101,95,114,76,196
CC1CCc2c(C(=O)Nc3ncc(Cc4cccc([N+](=O)[O-])c4)s3)csc2C1 (stereo not given),44,30,19,42,27,14,32,47
CC(CN(C)C)Oc1ccc(OC(C)CN(C)C)c2c1C(=O)c1ccccc1C2=O (stereo not given),48,51,.,34,30,48,63,43
CN(C)CCN=C1NC2C(N1)N(C)C(=O)N2C (stereo not given),94,97,88,89,101,101,82,99
O=C(Nc1cccc2c(OC(=O)C(Cl)Cl)c(N=Nc3ccc(S(=O)(=O)Nc4nccs4)cc3)cc(N=Nc3ccc(S(=O)(=O)Nc4nccs4)cc3)c12)C(Cl)Cl (tested in a mixture with another compound),103&103,106&101,94&109,105&110,103&101,99&129,69&72,126&120
CC12CCCC=C1NC(Br)=C(C#N)C2(C#N)C#N (stereo not given),98,102,95,90,96,111,86,124
COc1cc(/C=C/C(=O)N2CCN(C(=O)/C=C/c3cccc(OC(F)(F)F)c3)CC2)cc(OC)c1OC,94,95,88,109,80,92,56,107
Nc1ccc(S(=O)(=O)Nc2ccccc2C(=O)O)cc1,102,106,96,98,97,133,80,115
Cc1cc(Cc2ccc(N=C=O)c(C)c2)ccc1N=C=O,.,114,90,98,100,90,93,110
C/C(=N\n1c(N)nc2n[nH]c(N)c2c1=O)c1cccc(N)c1,107,109,100,101,109,102,95,120
O=C(Nc1ccccc1C(F)(F)F)Nc1cccc2ccccc12,99,108,88,92,96,.,86,127
OC(Cc1ccnc2ccccc12)C(Cl)(Cl)Cl (stereo not given),88,95,87,94,89,89,75,96
CCOC(=O)c1cc(C=O)c[nH]1,106,103,103,106,.,.,96,97
COc1ccc(OC)c(/C=N/NC(=O)Cn2c(-c3ccc(C)cc3)nc3cc4nc5ccccc5nc4cc32)c1,93,98,100,105,98,108,76,98
Cc1cc(O)cc(C)c1N,101,104,.,103,99,101,85,101

Of the compounds above, 7 contain four or more nitrogen atoms.
Structure,SF-268,786-0,CAKI-1,SN12C,U251,SF-295,UO-31,TK-10
CN(C)c1ccc(N=Nc2nccs2)cc1,100,93,88,96,107,104,80,132
COC(=O)C12C3C(=O)N(c4ccc(C)cc4)C(=O)C3C(c3cn(-c4ccccc4)nc3-c3ccccc3)N1[C@H](c1cn(-c3ccccc3)nc1-c1ccccc1)[C@@H]1C(=O)N(c3ccc(C)cc3)C(=O)[C@@H]12 (stereo not given in full),101,99,96,99,96,103,111,112
CN(C)CCN=C1NC2C(N1)N(C)C(=O)N2C (stereo not given),94,97,88,89,101,101,82,99
O=C(Nc1cccc2c(OC(=O)C(Cl)Cl)c(N=Nc3ccc(S(=O)(=O)Nc4nccs4)cc3)cc(N=Nc3ccc(S(=O)(=O)Nc4nccs4)cc3)c12)C(Cl)Cl (tested in a mixture with another compound),103&103,106&101,94&109,105&110,103&101,99&129,69&72,126&120
CC12CCCC=C1NC(Br)=C(C#N)C2(C#N)C#N (stereo not given),98,102,95,90,96,111,86,124
C/C(=N\n1c(N)nc2n[nH]c(N)c2c1=O)c1cccc(N)c1,107,109,100,101,109,102,95,120
COc1ccc(OC)c(/C=N/NC(=O)Cn2c(-c3ccc(C)cc3)nc3cc4nc5ccccc5nc4cc32)c1,93,98,100,105,98,108,76,98

Following part.
Structure,SF-268,786-0,CAKI-1,SN12C,U251,SF-295,UO-31,TK-10
Nc1nc(N)c2c(n1)NC(c1cccc(Nc3ccnc4cc(C(F)(F)F)ccc34)c1)CC(c1ccc3c(c1)OCO3)=N2 (stereo not given),68,73,60,82,56,80,69,90
Cn1c(=O)c2c(nc(N/N=C/c3ccc(Br)cc3)n2C)n(C)c1=O,104,107,91,116,103,114,87,96
COc1ccc(-c2ccc3c4c(cccc24)C(=O)N(c2nc4ccccc4s2)C3=O)cc1,96,103,95,82,103,97,76,116
CN(C)CCC1c2ccc(Cl)cc2CCc2cccnc21 (stereo not given) (tested in a mixture with another compound),88,90,84,93,107,117,71,112
COc1ccc2nc(-c3ccc(-c4noc(-c5ccc(F)cc5)n4)cc3)[nH]c2c1,76,92,99,87,74,99,79,.
COc1ccc(-c2nc(Nc3cc(C)[nH]n3)c3ccccc3n2)cc1,37,50,16,40,.,49,41,53
CCOC(=O)c1cnn(CC(O)c2ccccc2)c1NC(=O)c1cccc(F)c1 (stereo not given),92,99,87,106,97,105,87,101
O=C1Nc2ccccc2/C1=N/N=C/c1ccsc1,101,108,92,95,104,108,75,137
O=C(Cn1cc(CSc2nc3ccccc3o2)nn1)Nc1cccc(C(F)(F)F)c1,93,102,86,104,90,95,81,108
Cc1ccc(C2C(C#N)=C(N)Oc3n[nH]c(-c4ccc(Cl)cc4)c32)cc1C (stereo not given),89,100,.,101,101,105,92,96
Oc1c(C(c2ccccc2)N2CCOCC2)ccc2ccccc12 (stereo not given),113,106,88,90,99,119,57,117
CCN(CC)CCN(C)c1ccc(CO)c2sc3cc(Cl)ccc3c(=O)c12,90,87,85,98,98,92,48,.
COc1cc(/C=C/C(=O)Oc2ccc(/C=C/c3cc(OC(=O)/C=C/c4cc(OC)c(O)c(OC)c4)cc(OC(=O)/C=C/c4cc(OC)c(O)c(OC)c4)c3)cc2)cc(OC)c1O,100,109,.,101,98,103,85,124
C/C(=N\NC(=S)N1CCCCC1)c1ccccn1,8.4*,15,-4.0*,21,4.0*,.,-14*,22
NS(=O)(=O)c1ccc(CCN=C=S)cc1,53,21,22,29,28,105,-42*,-4.7*
CCCCCCCCOc1nc2c(c(=O)n(C)c(=O)n2C)n1C,107,108,102,104,96,96,98,112
C=CCN(CCOC(=O)c1ccc([N+](=O)[O-])cc1)CCOC(=O)c1ccc([N+](=O)[O-])cc1,98,103,86,143,103,107,70,114
CCOC(=O)C(N=Nc1ccc(S(=O)(=O)N=C(N)N)cc1)C(C)=O (stereo not given),101,97,96,101,99,125,98,89
CC1=NN(c2nc(-c3c(O)cc(C)oc3=O)cs2)C(=O)/C1=C\c1ccc(C)cc1,98,94,105,106,101,104,85,98
CC(=O)O[C@H]1CC[C@]2(C)[C@H]3CC(=O)[C@H]4[C@@H]5CC(C)(C)CC[C@]5(C(=O)OC(=O)[C@]56CCC(C)(C)C[C@H]5[C@@H]5C(=O)C[C@@H]7[C@@]8(C)CC[C@H](OC(C)=O)C(C)(C)[C@@H]8CC[C@@]7(C)[C@]5(C)CC6)CC[C@@]4(C)[C@]3(C)CC[C@H]2C1(C)C,102,99,83,97,107,105,85,95
CCC(CC)C(O)CCCN(C)C (stereo not given),105,105,101,106,98,.,88,107
CC(=O)Nc1ccc(F)cc1F,105,100,94,.,99,108,92,106
COc1ccc(-c2ccnc(SCc3cc4ccccc4[nH]c3=O)n2)cc1,88,71,55,49,64,50,68,85
CS(=O)(=O)OCC1OC(n2ccc(NC(=O)c3ccccc3)nc2=O)CC1OS(C)(=O)=O (stereo not given),97,103,97,106,92,93,88,106
C#CC[C@@H]1C[C@]2(C)[C@H]3CC[C@@H]4[C@H]5C(C(=C)C)CC[C@]5(C(=O)NCCCN5CCN(CCCN)CC5)CC[C@@]4(C)[C@]3(C)CC[C@H]2C(C)(C)[C@H]1OC(C)=O (stereo not given in full),85,-98*,-96*,-84*,-68*,.,-95*,-92*
Cc1ccc(Cc2c(O)n3c(nc4ccccc43)[nH]c2=O)cc1,110,98,92,103,102,.,98,93
O=Nc1c(O)ccc2ccccc12,103&50,104&92,96&71,4.9*!,99,109&91,52&55,115&115
O=c1[nH]c2[nH]c(S(=O)(=O)O)nc(=S)c2[nH]1,95,95,.,102,95,99,89,91
O=C1Nc2ccccc2/C1=C\c1cccc(/C=C2/C(=O)Nc3ccccc32)n1,-67*,-84*,-81*,8.4*,-98*,-81*,-83*,-59*
CCCCCCCCCCCCCCCCCCOc1cccc(CC(=O)OCCC[N+](C)(C)C)c1,84,83,61,72,48,80,71,71
CCNc1ccc(-c2ccc(NCC)cc2)cc1,99,65,57,84,76,81,70,97
COc1cc(C(=O)NNC2CCC(=O)N2)cc(OC)c1OC (stereo not given),97,100,92,96,100,96,85,94
COc1cc(OC)c(S(=O)(=O)NNC(=O)c2ccncc2)cc1C1=NN(C(C)=O)C(c2ccc(Cl)cc2)C1 (stereo not given),104,106,94,96,104,103,83,108
COc1ccc(-c2cc(-c3nnc(SCC(=O)Nc4ccc(C(C)=O)cc4)o3)c3cc(OC)ccc3n2)cc1,103,94,.,101,95,101,103,98
COc1ccc(/C=C2\COc3ccc(O)c(O)c3C2=O)c(OC)c1,55,61,37,33,44,96,35,22
O=C(Nc1ccc2oc(=O)ccc2c1)Nc1ccc(F)cc1F,101,98,90,100,102,100,93,102
Cn1c(=O)cc(O)c2ccccc21,100,107,87,107,101,108,77,102
O=c1[nH]c(-c2ccccn2)nc2sc3c(c12)CCCCCC3,41,46,28,50,22,-6.0*,32,.
O=C(/C=C/c1ccc(Cl)cc1Cl)c1cccc(OCCCCOc2cccc(C(=O)/C=C/c3ccc(Cl)cc3Cl)c2)c1,94,104,87,93,98,100,67,122
O=C1c2ccccc2-c2cc3ccccc3c(=O)n21,101,107,97,101,96,90,83,102
COc1ccc(C2=NOC(C(=O)N3CCC(O)CC3)C2)cc1OC1CCCC1 (stereo not given),96,98,99,94,98,93,83,107
O=C(/C=C/c1ccc(-c2ccccc2)cc1)c1nc2ccccc2n1Cc1ccccc1,95,93,79,101,101,99,87,114
O=C([C@@H](COCc1ccccc1)N1C(=O)[C@@H](N2C(=O)OC[C@@H]2c2ccccc2)[C@H]1/C=C/c1ccccc1)N1CCC(CCN2CCCCC2)CC1,77,83,100,83,72,102,69,60
CC(Br)C(O)c1cc2c(cc1Br)OCO2 (stereo not given),104,100,91,112,102,110,89,114
CC(=O)OC[C@]12CC[C@@H]([C@@H](C)c3nnc(-c4ccncc4)o3)[C@@H]1[C@H]1CC[C@@H]3[C@@]4(C)CC[C@H](OC(C)=O)C(C)(C)[C@@H]4CC[C@@]3(C)[C@]1(C)CC2,92,80,64,87,64,75,69,95
COC1=CC(=O)OC(C)(c2ccccc2)C1 (stereo not given),98,.,91,99,116,94,.,104
COc1cc(-c2c(-c3ccccc3)c[nH]c2C(N)=O)c(OC)c2c1OCO2,96,97,77,96,100,107,83,103
c1ccc(C2CC(c3cccc(Nc4ccncc4)c3)=NN2c2ccccc2)cc1 (stereo not given),87,68,62,78,26,79,70,99
CCOC(=O)c1cccc(C)c1O,113,89,93,91,105,110,84,126
CO/N=C(\C(=O)NC1C(=O)N2C(C(=O)OCOC(=O)C(C)(C)C)=C(/C=C\c3scnc3C)CSC12)c1csc(N)n1 (stereo not given),107,102,94,99,94,104,76,102
COC1C(OC(N)=O)C(O)C(Oc2ccc3c(O)c(NC(=O)c4ccc(O)c(CC=C(C)C)c4)c(=O)oc3c2C)OC1(C)C (stereo not given),97&104,101&94,101&86,97&106,101&42,95&93,97&107,108&115
CCOC(=O)C1=C(C)NC(=S)NC1c1ccccc1 (stereo not given),92,101,87,103,105,103,76,104
COc1cccc(Cn2cc3c(c2-c2ccccc2)CCc2cnoc2-3)c1OC,94,90,72,94,80,76,75,110
O=C1NC(=O)/C(=C/c2ccc(Cl)cc2Cl)N1,103,109,102,107,102,114,81,110
